# p53ts 32C tox – qHTS Screen for Compounds that Selectively Target Cancer Cells with p53 Mutations: Cytotoxicity of p53ts Cells at the Permissive Temperature; H1299-p53A138V at 32C, ATP luminescence viability, 24 h; Potency, µM (top dose mostly 46.1 µM), for inactives: at the top dose activity change, negative = cytotoxicity, actives largely listed as cytotoxic; actives 0.93% (n = 130,000); AID 924, 2007;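 note: 0% = DMSO and -100% = full killing by reference compound; nearly all actives have a fitted effect of over 55% in size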
#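 Cells: H1299 p53ts (A138V), 600/well, pre-incubated 16–30 h at 37C. Cpd up to 46 uM, 24 h, 32C. Readout: ATPlite luminescence, 20 min RT. Normalization: DMSO vs tamoxifen 100 uM. AC50 by Hill equation.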
# Peg3 imprint – qHTS Assay for Compounds that Induce Erasure of Genomic Imprints; mouse ES Peg3-LacZ reporter, beta-gal luminescence, 40 h; Potency, µM (highest dose often 60.7 µM), without a hit: top-dose activity change, positive = activation, usual class: activators; actives 0.02% (n = 110,000); AID 1948, 2009;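 note: 0% = negative control wells on the plate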
#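 Imprint erasure is scored as LacZ activity from the silenced maternal Peg3 allele in feeder-free female ES cells cultured 40 h with LIF. Luminescence is normalized to in-plate negative controls and fitted to the Hill equation.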
# p53ts 39C tox – qHTS Screen for Compounds that Selectively Target Cancer Cells with p53 Mutations: Cytotoxicity of p53ts Cells at the Nonpermissive Temperature; AID 902, 2007; Potency, µM (highest dose often 46.1 µM), inactives show at the highest dose activity change, negative = cell killing, usual class: cytotoxic; actives 1.5% (n = 130,000); H1299-p53A138V viability at 39C, ATP luminescence, 24 h; note: nearly all actives have a fitted effect of over 55% in size
# IkB sig inh – IkB Signaling | AID 445, 2006 | Potency, µM (series often up to 57.1 µM), for inactives: at the highest dose IkBa stabilization activation | ABC-DLBCL IkBa-CBG/CBR dual luciferase ratio, 4 h; response scale: scaled: untreated 0%, proteasome inhibitor 100% | actives 0.04% (n = 110,000); active = well fitted curve in the direction sought with a large enough effect in the signal ratio, not every such curve was filed as active; inconclusive = small, poorly fitted or top-dose-only effect, or a change in a side signal; the % refers to the signal ratio;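 note: the direction sought is a rising ratio; 0% = basal untreated cells and 100% = reference inhibitor full response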
#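 Luminescence ratio of IκBα-fused green versus native red beetle luciferase in OCI-Ly3 cells, 4 h post-doxycycline with compound; red signal alone, scaled from basal (0%) to zero light (-100%), flagged nonspecific or cytotoxic effects.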
# Starred values were filed as active, the others as inactive; ? = inconclusive; . = not tested or not shown; [ ] = another dose, or the depositor's remark. Unless noted, calls come from the whole dose curve; as a rule, active = well fitted curve in the direction sought with a large enough effect; inconclusive = small, poorly fitted or top-dose-only effect, or another doubt; inactive = no such curve, though single readings can be large; an effect the other way counts as inactive or inconclusive. Unless noted, % is set by controls: 0 for no effect and ±100 for the full control effect; potency is the fitted concentration of half-maximal effect.
SMILES,p53ts 32C tox,Peg3 imprint,p53ts 39C tox,IkB sig inh
COc1cccc(CNC(=O)C2CCN(S(=O)(=O)N3CCC(C)CC3)CC2)c1,8%,-18%[10.9 µM],-8%,0.3%
CCOc1ccc(C(=O)N2CCCCC2CCN2CCOCC2)cc1 (centres undefined),0%,-14%[10.9 µM],-4%,-1.1%
Cc1c(C(=O)Nc2ccc(-c3nc4cc(Cl)ccc4o3)cc2)oc2ccccc12,9%,-10%[10.9 µM],14%,2.7%
Cc1ccc(C(=O)NCc2occc2C(=O)O)o1,-1%,11%,7%,2.9%
Cn1cc(S(=O)(=O)N2CCCCCC2)cc1C(=O)NCc1ccc(F)cc1,7%,-11%[10.9 µM],-24%,?
O=C(CSc1nnnn1C1CCCCC1)NCc1ccco1,-2%,1%,4%,0.0%
N#C/C(=C\c1ccc2c(c1)OCCO2)C(=O)NC1CCCCC1,-12%,.,1%,.
Cc1c(Cl)cccc1NC(=O)CCCn1nc(C)c2sc3ccccc3c2c1=O,0%,-5%[10.9 µM],-1%,-2.1%
COc1ccc(N(Cc2ccco2)C(=O)c2ccccc2F)cc1OC,-3%,-17%,4%,3.8%
CCOC(=O)C1=C(C)NC2=C(C(=O)CCC2)C1c1cccnc1 (centres undefined),-1%,0%,6%,1.3%
O=C(c1ccc(S(=O)(=O)N2CCOCC2)cc1)N1CCN(c2ccc(F)cc2)CC1,9%,-10%,8%,0.8%
COc1ccccc1NC(=O)CSc1nnc(Cc2ccccc2)o1,-4%,-4%,4%,1.1%
CCc1cccc(C)c1NC(=O)CCCC(=O)O,-6%,-2%,-1%,-0.8%
Cc1ccc(S(=O)(=O)Nc2cccc(-c3ccc(N4CCCC4)nn3)c2)c(C)c1,7%,-8%[10.9 µM],-5%,0.0%
COc1ccc(C2C=C(c3ccc(Cl)cc3)Nc3nc(NC(=O)CCC(=O)O)nn32)cc1 (centres undefined),-4%,-6%[10.9 µM],-10%,-1.7%
COc1ccccc1CNC(=O)c1ccc(-c2nc(CS(=O)c3ccc(C)cc3)c(C)o2)cc1 (centres undefined),5%,-10%[10.9 µM],-17%,0.8%
COc1ccccc1CNC(=O)CCc1c(C)c2cc3c(C)c(C)oc3cc2oc1=O,0%,-9%[10.9 µM],-3%,?
Cc1nc2ccc(S(=O)(=O)NC(C(=O)N3CCn4c3nc3ccccc34)C(C)C)cc2s1 (centres undefined),4%,10%,-13%,0.6%
Cc1[nH]n2c(=O)c3c(nc2c1-c1ccccc1)CCC3,-9%,-15%,-6%,9.2%
O=c1cc(-c2cccc(O)c2)oc2cc(O)ccc12,-15%,-36%[inhibitor],-22%,-1.1%[11.4 µM]
CCc1ccc(NC(=O)C2CCCN(S(=O)(=O)c3c(C)noc3/C=C/N(C)C)C2)cc1 (centres undefined),32%[activator],-6%[10.9 µM],24%,?
CC1C2CC(C(S(=O)(=O)N3CCOCC3)C2=O)C1(C)C (centres undefined),5%,-10%,-3%,-0.1%
Cc1ccc(S(=O)(=O)NCCN=C(CN2CCOCC2)NS(=O)(=O)c2ccc(C)cc2)cc1,5%,-7%,-19%,-0.3%
O=C(Nc1c(-c2ccccc2)nc2sccn12)c1ccccc1,10%,.,2%,.
CN(C)C(=O)c1ccc(S(=O)(=O)NCc2ccc(Cl)cc2)s1,-3%,5%[10.9 µM],4%,-0.8%
COCCn1c(Cc2ccccc2)nnc1SCC(=O)NC(C)(C)C,10%,-5%,8%,2.3%
Cc1cccc(NC(=O)C2CCCN2C(=O)Oc2ccccc2)c1C (centres undefined),3%,.,16%,.
CC1(C)N=C(N)N=C(N)N1c1cccc(OCc2cccc(N)c2)c1,10%[9.22 µM],-10%[10.9 µM],11%[9.22 µM],-0.1%[11.4 µM]
O=C(O)CN1CCOCCOCCN(CC(=O)O)CCOCCOCC1,5%,-11%,6%,0.7%
Cc1cc(NC(=O)COc2cccc(C)c2C)no1,-9%,-8%,-6%,-2.5%
CC(C)c1ccc(NS(=O)(=O)c2ccc3[nH]cc(C(=O)NC4CCCC4)c(=O)c3c2)cc1,?,10%[10.9 µM],?,?
O=C(/C=C/c1ccccc1)c1ccc(O)cc1O,-102%,4%,-80%,.
O=C(c1csc(Nc2ccccc2Cl)n1)N1CCCC1,-6%,-20%,-10%,-3.9%
COc1ccccc1NC(=O)C1=C(C)Nc2ncnn2C1c1ccccc1C (centres undefined),8%,21%,1%,0.4%
Nc1c(Sc2ccccc2)c(=O)[nH]c(=O)n1Cc1ccccc1,1%,-9%,10%,0.8%
O=C(CN1C(=O)C2(SCC(=O)N2c2ccc(F)c(F)c2)c2ccccc21)Nc1ccccc1F (centres undefined),-2%,14%[10.9 µM],5%,?
CCOC(=O)c1ccccc1NC(=O)Cn1cnc2c(cnn2-c2ccccc2)c1=O,17%,-3%,-3%,-1.1%
CCOc1ccccc1C(=O)N(Cc1cc(OC)c(OC)c(OC)c1)c1ccccn1,-3%,-6%[10.9 µM],8%,?
Cc1ccc(NC(=O)N(CCCN2CCOCC2)Cc2cc3cc4c(cc3[nH]c2=O)OCO4)cc1,-2%,-10%,-2%,-0.4%
CCOc1ccc(NC(=O)c2oc3ccccc3c2NC(=O)Cc2ccc(F)cc2)cc1,-8%,-18%[10.9 µM],?,2.2%
CCCc1cnc2c(c1SCC(=O)Nc1ccccc1OCC)c(=O)n(C)c(=O)n2C,-8%,-7%[10.9 µM],-15%,-2.3%
CCCC(CCC(=O)OC)(C(=O)OCC)c1csc(N)n1 (centres undefined),2%,4%,14%,-0.6%
Cc1ccc(-n2c(SCC(=O)Nc3cc(C)on3)nc3c(c2=O)SC(C)C3)cc1 (centres undefined),10µM*,-45%[inhibitor],?,-5.3%
COc1ccc(-c2nnc(NC(=O)c3ccc(S(=O)(=O)N4CCc5ccccc5C4)cc3)o2)cc1,-18%,-7%,?,?
O=C1N/C(=N/S(=O)(=O)c2ccccc2)S/C1=C/c1cccnc1,20%,.,7%,.
Nc1nonc1C(=O)NCCNCc1cc(Br)ccc1OCc1ccccc1F,4%,-22%,-10%,?
CCOC(=O)CSc1nnc(CNc2ccc(F)cc2)o1,-8%,1%,-1%,?
COc1ccc(CNC(=O)C2CCN(S(=O)(=O)c3cc(OC)ccc3OC)CC2)cc1,-9%,-5%,2%,3.0%
COc1ccc(-n2c(SCC(=O)Nc3cccc(C)c3C)nc3c([nH]c4ccccc43)c2=O)cc1,2%,-7%[10.9 µM],?,?
CCc1nnc(NC(=O)CSc2nc3c(c(=O)n2-c2ccccc2OC)SCC3)s1,40%[activator],-12%,3%,-2.4%
Cc1ccc(C(=O)NCC(=O)O)cc1S(=O)(=O)N1CCCCC1,-3%,.,13%,-3.1%
CCCCNC(=O)CC1Nc2cc(C)c(C)cc2NC1=O (centres undefined),-3%,-3%[10.9 µM],14%,-0.5%
COc1ccc(-n2ccnc(NCCc3ccc(S(N)(=O)=O)cc3)c2=O)cc1,5%,12%[10.9 µM],-14%,-2.4%
COc1cccc(C(=O)OCCN2CCCCC2)c1,10%,.,12%,.
Cc1nn(C(C)(C)C)c(OC(=O)c2ccc3c(c2)OCO3)c1S(=O)(=O)c1ccccc1,-19%,12%,16µM*,-1.9%
Cc1cccc(NC(=O)c2oc3ccccc3c2NC(=O)c2cc(=O)c3cc(Cl)ccc3o2)c1,11%,-9%[10.9 µM],-27%,-0.3%
COc1ccc(OC)c(CNC(=O)CN2C(=O)CCn3nc(-c4cn(C)c5ccccc45)cc32)c1,-7%,-9%[10.9 µM],-4%,?
O=S(=O)(NCCc1csc2nc(-c3ccc(Cl)cc3)nn12)c1ccc2c(c1)OCCO2,9%,12%[10.9 µM],-11%,?
O=C(Nc1ccc(N2CCOCC2)c(Cl)c1)c1ncn[nH]1,?,-39%[inhibitor],?,-0.9%
CCOc1cccc(C(c2c(C)n(C)n(-c3ccccc3)c2=O)c2c(C)n(C)n(-c3ccccc3)c2=O)c1OC,-7%,-10%[10.9 µM],21%,?

# The list goes on:
SMILES,p53ts 32C tox,Peg3 imprint,p53ts 39C tox,IkB sig inh
Cc1nc(CCNC(=O)c2cccs2)cs1,5%,16%,2%,0.0%
C=CCOC(=O)C(C#N)c1nc2ccccc2nc1N1CCN(c2ccccc2OC)CC1 (centres undefined),5%,-17%,5%,0.8%
Cn1c(=O)cc(SCC(=O)N2CCN(c3ccccc3F)CC2)c2ccccc21,-2%,?,11%,?
CC(C)CCNC(=O)C(C)N(C(=O)Cn1nnc(-c2ccc(F)cc2)n1)C1CCCC1 (centres undefined),-3%,-5%,-3%,1.0%
CC(=O)Nc1cccc(NC(=O)C(=O)NCCc2sc(-c3ccccc3)nc2C)c1,6%,-15%[10.9 µM],-19%,-0.7%
COc1ccc(C(=O)Nc2nc3c(s2)Cc2c(Br)ccc(OC)c2-3)cc1OC,8%,-9%[10.9 µM],-7%,?
O=C(O)c1cc(O)c2c(c1)[C@H]([C@H]1c3cc(C(=O)O)cc(O)c3C(=O)c3c(O[C@@H]4OC(CO)C(O)C(O)C4O)cccc31)c1cccc(O[C@@H]3OC(CO)C(O)C(O)C3O)c1C2=O (some centres undefined),-23%,-7%,-21%,.
O=C(NC1CC1)c1nc2c(nnn2Cc2ccccc2Cl)c(=O)[nH]1,4%,.,14%,.
COC(=O)CN1C(=O)N(c2ccccc2)C(N(O)C(=O)Nc2ccccc2)C1(C)C (centres undefined),-1%,0%,15%,4.8%
CCOC(=O)C1CSC(CC(=O)Nc2ccc(OCC)cc2)C(=O)N1 (centres undefined),-5%,.,10%,.
COc1ccccc1-c1nn2c(-c3ccccc3Cl)nnc2s1,-2%,-17%,7%,8.5%
CCOc1ccc(Sc2cc(C(=O)NC(C)c3ccccc3)c3ccccc3n2)cc1 (centres undefined),-23%,-21%[10.9 µM],?,?
CC(NC(=O)CCCn1c(=O)c2cccn2c2cccnc21)c1ccccc1 (centres undefined),3%,-18%[10.9 µM],16%,-0.8%
CC(C(=O)NCc1ccccc1F)n1ccc2cc(S(=O)(=O)N3CCCC3)ccc21 (centres undefined),6%,?,-21%,?
O=C(c1cc(-c2ccco2)on1)N1CCN(c2ccccc2)CC1,-2%,-10%,1%,?

# Part of the list above, reformatted:
# The line under a structure holds: p53ts 32C tox | Peg3 imprint | p53ts 39C tox | IkB sig inh
Cc1nc(CCNC(=O)c2cccs2)cs1
    5% | 16% | 2% | 0.0%
C=CCOC(=O)C(C#N)c1nc2ccccc2nc1N1CCN(c2ccccc2OC)CC1 (centres undefined)
    5% | -17% | 5% | 0.8%
Cn1c(=O)cc(SCC(=O)N2CCN(c3ccccc3F)CC2)c2ccccc21
    -2% | ? | 11% | ?

# Going on with the list.
SMILES,p53ts 32C tox,Peg3 imprint,p53ts 39C tox,IkB sig inh
Cc1oc(C(C)(C)C)c(CN2CCCC2)c1C(=O)O,-1%,-7%,1%,-3.8%
Cc1cc2c(cc1S(=O)(=O)Nc1cc(C(F)(F)F)cc(C(F)(F)F)c1)OCC(=O)N2,10%,-7%[10.9 µM],-4%,?
Cc1sc(NC(=O)c2cccs2)c(C(N)=O)c1C,?,-34%[inhibitor],?,-0.7%
CCCCOC(=O)c1ccc(Nc2nc3ccc(C(=O)c4ccccc4)cc3n3cnnc23)cc1,-23%,7%[10.9 µM],47%[activator],-4.3%
CCOc1ccccc1NC(=O)CSc1nnnn1-c1ccc(C(=O)OC)cc1,0%,-13%,-13%,1.2%
CCCN1C(=O)c2[nH]nc(-c3ccc(F)cc3)c2C1c1ccccn1 (centres undefined),10%,-8%[10.9 µM],-20%,1.3%

# Given with bars between the fields: part of the list above
smiles | p53ts 32C tox | Peg3 imprint | p53ts 39C tox | IkB sig inh
CCCCOC(=O)c1ccc(Nc2nc3ccc(C(=O)c4ccccc4)cc3n3cnnc23)cc1 | -23% | 7%[10.9 µM] | 47%[activator] | -4.3%
CCOc1ccccc1NC(=O)CSc1nnnn1-c1ccc(C(=O)OC)cc1 | 0% | -13% | -13% | 1.2%

# 2 entries picked at random from those above, as already listed:
SMILES,p53ts 32C tox,Peg3 imprint,p53ts 39C tox,IkB sig inh
CCOc1cccc(C(c2c(C)n(C)n(-c3ccccc3)c2=O)c2c(C)n(C)n(-c3ccccc3)c2=O)c1OC,-7%,-10%[10.9 µM],21%,?
Cc1ccc(C(=O)NCC(=O)O)cc1S(=O)(=O)N1CCCCC1,-3%,.,13%,-3.1%

# Screens: PubChem, National Center for Advancing Translational Sciences (NCATS)
